RGS12 GoLoco inh: blocks human Gai1 binding to RGS12 GoLoco peptide, red readout | hit rate 0.44% among 230,000 | Gai1:RGS12 GoLoco peptide FP, rhodamine, 10 min | AID 880 | Potency, µM (highest dose often 61.6 µM), without a hit: top-dose activity, negative = inhibition, usual class: inhibitors | P63096; active = well fitted inhibition curve with a large enough effect, not every such curve was filed as active; inactive = no such curve, though single readings can be large or run the other way; note: nearly all actives have a fitted effect of over 30% in size; many of its hits are not listed in these tables
GAA inhib: inhibitors of human lysosomal alpha-glucosidase; Potency, µM (series often up to 76.9 µM), without a hit: top-dose activity change, negative = inhibition, actives largely listed as inhibitors; AID 1466; hit rate 0.005% among 200,000; purified human GAA, 4-MU-alpha-glucoside fluorescence;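 note: plate controls were uninhibited enzyme wells for no effect and no-enzyme background for full effect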
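Human enzyme at 4 nM with 400 uM 4-methylumbelliferyl-alpha-D-pyranoside, citrate/phosphate buffer pH 5.0, 0.005% Tween-20, 20 min at room temperature. Compounds up to 77 uM. 4-MU fluorescence (Ex 365/Em 440) read after NaOH/glycine stop; AC50 from Hill fit.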
GAA spleen mod: lysosomal alpha-glucosidase (human) modulation. AID 2112. P10253. Potency, µM (titrated, usually from 79.9 µM), inactives show at the top dose activity change, negative = inhibition, actives largely listed as inhibitors. hit rate 0.006% among 240,000. human spleen homogenate, 4-MU-alpha-glucoside fluorescence;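 note: 0% = enzyme with vehicle and -100% = no enzyme basal signal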
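Human spleen homogenate (1 ug) with 4-methylumbelliferyl-alpha-D-glucopyranoside (1 mM final) in 50 mM citrate/phosphate pH 5.0, 0.01% Tween-20; 40 min at 37 C. Stopped at pH 10; 4-MU fluorescence Ex 365/Em 440 nm; AC50 by Hill fit.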
TR SRC2 fluor cs: alters Texas Red total fluorescence, flagging assay interference. TRb/SRC2 Texas Red total fluorescence interference. Potency, µM (top dose mostly 106 µM), without a hit: at the top dose fluorescence change, negative = quenching. hit rate 0.29% among 280,000. AID 1479; active = well fitted curve in either direction with a large enough effect; inconclusive = small, poorly fitted or top-dose-only effect
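Flags fluorescent or light-absorbing compounds by total fluorescence, S + 2P, at 555 nm excitation and 632 nm emission. Mixture: 20 nM Texas Red SRC2 peptide, 0.6 uM human TRb LBD, 1 uM T3, 5% DMSO; compound exposure 5 h at ambient temperature.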
L3MBTL1 block: blocks human L3MBTL1. AlphaScreen L3MBTL1–H3K9me1 peptide binding. Q9Y468. hit rate 0.66% among 230,000. AID 485360. Potency, µM (highest dose often 57.1 µM), without a hit: at the highest dose activity, negative = inhibition, hits mostly inhibitors; note: nearly all actives have a fitted effect of over 60% in size
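L3MBTL1 (50 nM) pre-complexed 30 min with biotinylated H3(1-15)K9me1 peptide (75 nM), then compounds added for 30 min at room temperature; AlphaScreen streptavidin donor/nickel chelate acceptor beads (10 ug/mL final) read after 30 min dark incubation.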
GAA glycogen: alters human alpha-glucosidase cleavage of glycogen | recombinant GAA, glycogen substrate, Amplex Red glucose oxidase fluorescence | Potency, µM (series often up to 76.4 µM), inactives show at the top dose activity change, negative = inhibition, usual class: inhibitors | hit rate 0.38% among 300,000;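 note: 0% = full enzyme reaction and -100% = no-enzyme basal signal; the screen sought inhibitors and activators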
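Recombinant enzyme (4 nM final) with compounds titrated up to 77 uM and bovine liver glycogen (30 ug) in citrate pH 5.0, 0.01% Tween-20, 37 C 40 min. Released glucose detected by Amplex Red/glucose oxidase (Ex 573/Em 610); AC50 from Hill fits.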
TRb SRC2 PPI: inhibitors of human thyroid hormone receptor beta-SRC2 interaction | P10828 | TRbeta-SRC2 peptide binding, fluorescence polarization; receptor liganded with 1 µM T3 | Potency, µM (highest dose often 106 µM), for the others: top-dose activity change, negative = inhibition, hits mostly inhibitors | hit rate 0.065% among 280,000;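 note: plate controls were bound peptide for no effect and peptide without receptor for full effect; nearly all actives have a fitted effect of over 50% in size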
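Quantitative HTS by FP: 0.6 uM TRb LBD, 20 nM labeled SRC2 20-mer, 1 uM T3, 5% DMSO; 5 hr ambient incubation; % activity per concentration and potencies from concentration series.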
RECQ1 helicase: blocks DNA unwinding by human RECQ1; P46063; RECQ1 DNA unwinding, red fluorescence kinetic read; Potency, µM (highest dose often 57.3 µM), without a hit: top-dose activity, negative = inhibition, actives largely listed as inhibitors; hit rate 0.54% among 240,000;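 note: plate controls were vehicle for no effect and no enzyme for full effect; nearly all actives have a fitted effect of over 30% in size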
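RECQ1T1 50 nM; forked duplex (20 bp + 30-nt ss tails) 200 nM, ATP 2 mM final; pH 8.0, 2 mM MgCl2, 2.5 ug/ml poly(dI-dC); 15 min compound preincubation; discontinuous kinetic read over 2 h at RT.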
* = called active by the depositor; i = inactive; u = inconclusive; x = no result given; & = joins results of further samples; [ ] = remark or other dose. Unless noted, calls come from the whole dose curve; as a rule, active = well fitted curve in the direction sought with a large enough effect; inconclusive = small, poorly fitted or top-dose-only effect, or another doubt; inactive = no such curve, though single readings can be large; an effect the other way counts as inactive or inconclusive. Unless noted, % is set by controls: 0 for no effect and ±100 for the full control effect; potency is the fitted concentration of half-maximal effect. Not all compounds are listed (hit frequency here may not be typical).

Structure | RGS12 GoLoco inh | GAA inhib | GAA spleen mod | TR SRC2 fluor cs | L3MBTL1 block | GAA glycogen | TRb SRC2 PPI | RECQ1 helicase
O=C(NCCN1CCOCC1)c1ccc(Cl)cc1 | 11% | -6% | -8% | 2% | 0% | 4% | 10% | -6%
NC(=O)c1ccc(-c2nc(-c3ccc4c(c3)OCO4)c(-c3ccccn3)[nH]2)cc1 | 2%&5% | x | 2%&-3%&0% | -1%&-3%&-3% | x | x | 0%&-2%&-1% | -20%&-6%
CN1CCN(CCCN2c3ccccc3Sc3ccc(S(=O)(=O)N(C)C)cc32)CC1 | 8%[21.6 µM] | x | 1%[29.1 µM] | 0%[53 µM] | -1% | x | 8%[53 µM] | -1%[25.9 µM]
CCOc1ccc(NC(=S)N2CCC(C(O)(c3ccccc3)c3ccccc3)CC2)cc1 | 2% | -3% | -1% | -3% | -9% | -14% | 0% | -1%
O=C(O)CCCCCCCC(=O)O | -14%&-11%&-5%&4% | -3%[15.4 µM] | -2%&0%&-4% | -4% | 32%[activator] | 3% | 3% | -3%&1%&-7%
c1ccc(CNCCNCc2ccccc2)cc1 | x | x | -2% | 1% | x | x | -3% | 11%
CN(C)CCO[C@](C)(c1ccccc1)c1ccccn1 | 11%[21.6 µM] | x | 4%[29.1 µM] | -5%[53 µM] | x | x | 1%[53 µM] | -5%[25.9 µM]
CN1CCC(=C2c3ccccc3CC(=O)c3sccc32)CC1 | 2% | -2%&-2%[15.4 µM] | -5% | 0% | -14%&-17% | 4%&1% | 4% | -5%
CN1CCN(c2c(F)cc3c(=O)c(C(=O)O)cn4c3c2SCC4)CC1 | 6%&16% | 2% | 1%&1% | 2%&-9% | -19% | 5%&-2% | -4%&-2% | -5%
C[C@@H]1[C@H](C)CC[C@@]2(C(=O)O[C@H]3O[C@@H](CO[C@H]4O[C@@H](CO)[C@@H](O[C@H]5O[C@@H](C)[C@@H](O)[C@@H](O)[C@@H]5O)[C@@H](O)[C@@H]4O)[C@@H](O)[C@@H](O)[C@@H]3O)CC[C@]3(C)C(=CC[C@H]4[C@@]5(C)C[C@@H](O)[C@@H](O)[C@](C)(CO)[C@@H]5CC[C@@]43C)[C@@H]12 | 1%[21.6 µM] | x | -6%[29.1 µM] | -7%[53 µM] | x | x | -5%[53 µM] | -5%[25.9 µM]
Cc1oncc1C(=O)Nc1ccc(C(F)(F)F)cc1 | -2% | -6%[15.4 µM] | -1% | u | 3% | -1% | -1% | -10%
C[C@@H]1C[C@H]2[C@@H]3C[C@H](F)C4=CC(=O)C(Cl)=C[C@]4(C)[C@@]3(F)[C@@H](O)C[C@]2(C)[C@@]1(O)C(=O)CO | -1% | u | 5% | 4% | x | -6% | -5% | -8%
COc1c(O)cc2c(c1O)[C@@H]1O[C@@H](CO)[C@@H](O)[C@@H](O)[C@@H]1OC2=O | -2%[21.6 µM] | x | 3%[29.1 µM] | -2%[53 µM] | x | x | 4%[53 µM] | -1%[25.9 µM]
CN(C)CCC[C@@]1(c2ccc(F)cc2)OCc2cc(C#N)ccc21 | -3%&2% | x | 5%&-10% | 0%&-1% | x | x | -4%&-5% | -3%&0%
CC(=O)N(CC(O)CO)c1c(I)c(C(=O)NCC(O)CO)c(I)c(C(=O)NCC(O)CO)c1I (stereo unspecified) | 10% | x | x | -3% | -2% | x | 0% | x
COc1cc2oc(=O)ccc2cc1O | x | x | 5% | -9% | x | x | 6% | 8%
CC(=O)O[C@]1(C(C)=O)CC[C@H]2C3C=C(Cl)C4=CC(=O)[C@@H]5C[C@H]5[C@]4(C)C3CC[C@@]21C (stereo partly specified) | -4% | x | -8% | -2% | x | x | -2% | 1%
CCCCOC(=O)c1ccc(N)cc1 | 1% | -6%[15.4 µM] | 11% | 0% | 5% | 1% | -8% | -5%
Cc1nc2c([nH]1)c(=O)n(C)c(=O)n2Cc1ccco1 | 7%&5% | x | -7%&-5% | -3%&0% | x | x | -5%&0% | -3%&-2%
O=C1c2ccccc2C(=O)c2c(O)c(O)cc(O)c21 | 7%&-21% | x | 2%&-6% | -21%&-12% | u | x | -16%&-1% | 6.3µM*
CN=C(NC#N)Nc1ccc(C2=NNC(=O)CC2C)cc1 (stereo unspecified) | -12%&4% | x | -8%&1%&1% | -4%&-7%&-2% | x | x | 5%&-4%&8% | -15%&12%
COc1ccc(S(=O)(=O)Nc2nnc(CC(C)C)s2)cc1 | 2% | -2% | -6% | -1%&-5% | x | 0% | 6%&3% | 1%
COc1ccc([C@@H]2CNC(=O)C2)cc1OC1CCCC1 | -1% | x | 10% | -1% | x | x | 2% | -6%
C[C@@H]1O[C@H](O[C@@H]2C(O)[C@H](O)[C@@H](CO)O[C@H]2Oc2cc(O)c3c(=O)cc(-c4ccc(O)cc4)oc3c2)[C@H](O)[C@H](O)[C@H]1O (stereo partly specified) | x | x | 5% | -20% | x | x | 9% | -7%
CN1CCC(Nc2ncc3ncnc(Nc4ccc(F)c(Cl)c4)c3n2)CC1 | -19% | x | 11% | -19% | x | x | 0% | i

Whole records, looked up by structure.
C[C@@H]1O[C@H](O[C@@H]2C(O)[C@H](O)[C@@H](CO)O[C@H]2Oc2cc(O)c3c(=O)cc(-c4ccc(O)cc4)oc3c2)[C@H](O)[C@H](O)[C@H]1O (stereo partly specified) is entered as RGS12 GoLoco inh: x; GAA inhib: x; GAA spleen mod: 5%; TR SRC2 fluor cs: -20%; L3MBTL1 block: x; GAA glycogen: x; TRb SRC2 PPI: 9%; RECQ1 helicase: -7%
CN1CCN(CCCN2c3ccccc3Sc3ccc(S(=O)(=O)N(C)C)cc32)CC1 is entered as RGS12 GoLoco inh: 8%[21.6 µM]; GAA inhib: x; GAA spleen mod: 1%[29.1 µM]; TR SRC2 fluor cs: 0%[53 µM]; L3MBTL1 block: -1%; GAA glycogen: x; TRb SRC2 PPI: 8%[53 µM]; RECQ1 helicase: -1%[25.9 µM]

(more compounds)
Structure | RGS12 GoLoco inh | GAA inhib | GAA spleen mod | TR SRC2 fluor cs | L3MBTL1 block | GAA glycogen | TRb SRC2 PPI | RECQ1 helicase
OCC(O)CN1CCN(c2ccccc2)CC1 (stereo unspecified) | 9%&7% | -1%[15.4 µM] | -4%&-1% | 1%&-2% | -8% | 2% | -8%&-6% | 0%
CCC12CCCN3CCc4c(n(c5ccccc45)C(O)(C(=O)OC)C1)C32 (stereo unspecified) | 24% | x | -4% | 2% | u | u | 2% | i
Nc1cc(=O)[nH]c(N)n1 | 11%&10% | x | -8%&2% | -4%&-1% | 6% | x | -2%&-2% | -12%&16%
C[C@]12CC[C@@H]3C(=CCc4cc(O)ccc43)[C@@H]1CCC2=O | 1%[21.6 µM] | x | 9%[29.1 µM] | -2%[53 µM] | x | x | -2%[53 µM] | i
CCCN(CCC)C(=O)C(CCC(=O)O)NC(=O)c1ccccc1 (stereo unspecified) | 9%&8%&4% | -9%[15.4 µM] | 7%&0%&-11% | 0%&-3%&-2% | 8%&7% | 2% | 5%&9%&3% | -4%&11%&8%
CN(C)CCOC(=O)C(c1ccccc1)C1(O)CCCC1 (stereo unspecified) | 12%&-26% | -10%[15.4 µM] | 0%&5% | 0%&-2% | -1% | 5% | -4%&-3% | -12%
CC(=O)O[C@@]12CO[C@@H]1C[C@H](O)[C@@]1(C)C(=O)[C@H](O)C3=C(C)[C@@H](OC(=O)[C@H](O)[C@@H](NC(=O)OC(C)(C)C)c4ccccc4)C[C@](O)([C@@H](OC(=O)c4ccccc4)[C@H]21)C3(C)C | -4% | 0%[15.4 µM] | 0% | -3% | x | 3% | 1% | -3%
C[C@H]1C[C@@H]2[C@H]3CCC4=CC(=O)C=C[C@@]4(C)[C@@]3(Cl)[C@@H](O)C[C@]2(C)[C@]1(OC(=O)c1ccco1)C(=O)CCl | -12%[21.6 µM] | x | -12%[29.1 µM] | -1%[53 µM] | x | x | -8%[53 µM] | -11%[25.9 µM]
O=C(O)[C@@H]1[C@@H]2C[C@H]3c4[nH]c5ccccc5c4CCN3C[C@@H]2CC[C@@H]1O | 8%[21.6 µM] | x | -20%[29.1 µM] | 5%[53 µM] | x | x | -11%[53 µM] | -13%[25.9 µM]
COc1cc(NC(=O)c2cc(C3CC3)on2)c(OC)cc1Cl | 3% | -2% | -5% | -1% | x | 0% | 3% | -6%
O=C1CCc2cc(OCCCCc3nnnn3C3CCCCC3)ccc2N1 | -8%&2%&6%&-25%&5%&8% | 1%&-1%&-3%[15.4 µM] | -16%&-2%&9%&7%&2%&18% | -1%&-1%&-3%&-6%&-3%&-2% | -11% | -1%&-3%&-1% | -10%&-3%&-7%&-5%&4%&-11% | -13%&-6%&-4%&0%&4%
COC(=O)Nc1nc2ccc(S(=O)c3ccccc3)cc2[nH]1 (stereo unspecified) | -36% | x | 0% | 2% | x | x | 6% | 6%
CCCc1cc(C(N)=S)ccn1 | 5%&3% | 2% | 7%&-6% | 0%&-1% | 4% | 1% | 3%&2% | -1%&-4%
CCN(CCCCOC(=O)c1ccc(OC)c(OC)c1)[C@@H](C)Cc1ccc(OC)cc1 | 6%[21.6 µM] | x | -8%[29.1 µM] | 1%[53 µM] | x | x | -7%[53 µM] | 2%[25.9 µM]
C[C@H](CCC(=O)O)[C@H]1CC[C@@H]2[C@@H]3[C@@H](O)C[C@H]4C[C@@H](O)CC[C@@]4(C)[C@H]3CC[C@@]21C | 6%[21.6 µM] | x | -7%[29.1 µM] | -1%[53 µM] | x | x | -4%[53 µM] | i

A different layout for 2 compounds above.
Value order – RGS12 GoLoco inh | GAA inhib | GAA spleen mod | TR SRC2 fluor cs | L3MBTL1 block | GAA glycogen | TRb SRC2 PPI | RECQ1 helicase
> CN(C)CCOC(=O)C(c1ccccc1)C1(O)CCCC1 (stereo unspecified)
    12%&-26% | -10%[15.4 µM] | 0%&5% | 0%&-2% | -1% | 5% | -4%&-3% | -12%
> OCC(O)CN1CCN(c2ccccc2)CC1 (stereo unspecified)
    9%&7% | -1%[15.4 µM] | -4%&-1% | 1%&-2% | -8% | 2% | -8%&-6% | 0%
